PTHR1 ag = qHTS for PTHR1 Agonists: Primary Screen. Potency, µM (titrated, usually from 115 µM), for the others: top-dose activation, hits mostly activators. HEK293 GP2 PTHR1 cells, GloSensor cAMP luminescence, 1 h. Parathyroid hormone/parathyroid hormone-related peptide receptor (Homo sapiens), Q03431. 410,000 tested, 0.075% active; further: potency means the concentration at half of the fitted maximal effect; nearly all actives have a fitted effect of over 55% in size; some results filed as inactive show a strong effect at the top dose; inactives centre near -15; many of its hits are not listed in these tables
Target sequence (Q03431 whole entry, looked up): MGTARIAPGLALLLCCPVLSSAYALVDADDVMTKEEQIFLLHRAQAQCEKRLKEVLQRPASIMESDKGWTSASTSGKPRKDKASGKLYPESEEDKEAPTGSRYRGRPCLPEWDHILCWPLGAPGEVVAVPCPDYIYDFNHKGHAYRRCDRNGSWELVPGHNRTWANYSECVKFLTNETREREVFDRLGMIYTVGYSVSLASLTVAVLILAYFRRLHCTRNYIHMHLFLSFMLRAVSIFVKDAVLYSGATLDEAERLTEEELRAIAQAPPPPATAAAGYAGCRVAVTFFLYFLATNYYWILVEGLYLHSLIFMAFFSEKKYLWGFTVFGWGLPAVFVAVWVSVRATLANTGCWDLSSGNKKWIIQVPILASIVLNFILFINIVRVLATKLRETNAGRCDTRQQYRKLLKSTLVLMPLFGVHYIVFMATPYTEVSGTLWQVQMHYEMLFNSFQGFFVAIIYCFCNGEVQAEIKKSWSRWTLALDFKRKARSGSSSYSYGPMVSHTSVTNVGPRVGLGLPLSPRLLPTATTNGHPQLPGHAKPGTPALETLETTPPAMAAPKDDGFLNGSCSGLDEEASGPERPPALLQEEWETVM
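HEK-293-derived GP2 cells expressing PTHR1 and a GloSensor cAMP reporter, 3,000/well, plated overnight, given luciferin plus IBMX (each 0.5 mM as added) for 1 h at 37 °C, then compound for 1 h at 37 °C. Luminescence was read after 15 min at room temperature.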
IL2 activator = qHTS of IL-2 Activators; activation, % (series mostly up to about 46 µM); IL-2 activation reporter assay, cell-based qHTS; stimulated with anti-CD3/CD4/CD28 beads; in transgenic mouse T cells; 360,000 tested, 0.065% active; in the data active means activation above about 50%; inconclusive means mostly about 30% to 49%; further: 0% is about no effect
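Quantitative HTS in unstimulated transgenic mouse T cells, with memory T cells as non-tolerant control and PMA/ionomycin as tolerance-bypass control. Compound pretreatment lasted 60 minutes before 18 h bead stimulation; EGFP/DsRed fluorescence read.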
PLK1 PBD block = qHTS for Inhibitors of PLK1-PDB (polo-like kinase 1 - polo-box domain): Primary Screen; Serine/threonine-protein kinase PLK1 (Homo sapiens), P53350; Plk1 PBD binding of FITC phosphopeptide, fluorescence polarization; Potency, µM, without a hit: max response, negative = inhibition, actives largely listed as inhibitors; 360,000 tested, 2.8% active; AID 720504, 2013; further: potency means the concentration at half of the fitted maximal effect; series mostly up to about 57 µM; on the % scale 0 is the no-effect control and ±100 the full control effect; nearly all actives have a fitted effect of over 65% in size
PI5P4Ka inh = qHTS for Inhibitors of phosphatidylinositol 5-phosphate 4-kinase (PI5P4K) | 330,000 tested, 1.2% active | PI5P4Kalpha enzyme, ADP-Glo luminescence, 60 min; stronger effect = lower value | Phosphatidylinositol 5-phosphate 4-kinase type-2 alpha (Homo sapiens), P48426 | max response, % | AID 652105, 2013; active means max response of -50% or lower; inconclusive means between -30% and -50%; inactive means -30% or higher; further: value at the top dose of about 77 µM; on the % scale 0 is the no-effect control and ±100 the full control effect
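Luminescence from ADP-Glo served as readout of PI5P4Kalpha activity in a qHTS format. Reaction: enzyme, substrate, compound, ATP at 5 microM final, 60 min at RT.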
HEK293 tox = qHTS of GLP-1 Receptor Inverse Agonists: Cytotox Screen. HEK293 cAMP-luciferase reporter cells, luminescence, 24 h. Potency, µM (highest dose often 38.3 µM), for the others: top-dose activity change, negative = inhibition, most hits filed as inhibitors. 410,000 tested, 0.13% active;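 further: loss of luciferase light is scored as toxicity; potency means the concentration at half of the fitted maximal effect; on the % scale 0 is the no-effect control and ±100 the full control effect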
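MLSMR compounds, 24 hr on cells at 37 deg C/5% CO2; luminescence after luciferase reagent (12 min RT). Inhibition counted as the undesired cytotoxic outcome.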
EPAC1 antagonist = qHTS for Antagonist of cAMP-regulated guanine nucleotide exchange factor 3 (EPAC1): primary screen. AID 720709, 2013. EPAC1 GEF assay, Rap1b-BODIPY-GDP exchange fluorescence. 360,000 tested, 0.14% active. Rap guanine nucleotide exchange factor 3 (Homo sapiens), O95398. Potency, µM (highest dose often 115 µM), for the others: at the top dose activity change, negative = inhibition, actives largely listed as inhibitors;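 further: potency means the concentration at half of the fitted maximal effect; plate controls were vehicle for no effect and positive control for full effect; nearly all actives have a fitted effect of over 50% in size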
EPAC1 agonist = qHTS for Agonist of cAMP-regulated guanine nucleotide exchange factor 3 (EPAC1): primary screen; 360,000 tested, 0.073% active; EPAC1 agonist qHTS, biochemical assay; response scale: 100% = response to 6.5 mM cAMP; Potency, µM (top dose mostly 154 µM), for inactives: top-dose activation, usual class: activators; Rap guanine nucleotide exchange factor 3 (Homo sapiens), O95398; further: potency means the concentration at half of the fitted maximal effect; nearly all actives have a fitted effect of over 60% in size
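Nucleotide exchange assay: 100 nM EPAC1 with 250 nM Rap1B loaded with BODIPY-GDP and 50 uM GDP, room temperature. Fluorescence (480/540 nm) read every 5 min for 30 min; signal change normalized to 6.5 mM cAMP as full agonist.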
GLP-1R inv ag = qHTS of GLP-1 Receptor Inverse Agonists (Inhibition Mode) | Glucagon-like peptide 1 receptor (Homo sapiens), P43220 | HEK293 GLP-1R CRE-luciferase, luminescence, 24 h; GLP-1R form is constitutively active | Potency, µM (titrated, usually from 38.3 µM), without a hit: at the highest dose activity change, negative = inhibition, actives largely listed as inhibitors | 410,000 tested, 1.6% active; further: potency means the concentration at half of the fitted maximal effect; on the % scale 0 is the no-effect control and ±100 the full control effect; nearly all actives have a fitted effect of over 55% in size
Target sequence (P43220 whole entry, looked up): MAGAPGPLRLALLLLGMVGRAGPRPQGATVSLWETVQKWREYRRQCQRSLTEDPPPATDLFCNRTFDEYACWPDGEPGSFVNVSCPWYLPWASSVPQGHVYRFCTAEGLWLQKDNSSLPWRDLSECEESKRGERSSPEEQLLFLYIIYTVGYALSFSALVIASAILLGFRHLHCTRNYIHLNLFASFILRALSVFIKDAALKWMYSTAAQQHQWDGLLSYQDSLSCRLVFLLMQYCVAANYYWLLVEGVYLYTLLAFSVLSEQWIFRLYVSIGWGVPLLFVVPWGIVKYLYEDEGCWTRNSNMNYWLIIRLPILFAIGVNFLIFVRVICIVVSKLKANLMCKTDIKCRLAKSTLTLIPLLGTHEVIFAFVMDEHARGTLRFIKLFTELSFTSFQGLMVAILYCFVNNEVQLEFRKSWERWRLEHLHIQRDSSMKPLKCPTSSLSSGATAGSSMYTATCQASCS
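Stable HEK293 clone (constitutively active GLP-1R + cAMP-response luciferase); 200 cells/uL plated, 12 h pre-culture, compound 24 hr, 37 deg C/5% CO2; detection reagent 12 min RT; luminescence.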
GLP1R ag = qHTS of GLP-1 Receptor Agonists; HEK293 GLP-1R CRE-luciferase, luminescence, 4-6 h; cells express a hypersensitive GLP-1R form; Potency, µM (highest dose often 45.6 µM), for inactives: at the highest dose activation, actives largely listed as activators; Glucagon-like peptide 1 receptor (Homo sapiens), P43220; 380,000 tested, 0.007% active; further: potency means the concentration at half of the fitted maximal effect; % of control where 0% means no effect
Starred values were filed as active, the others as inactive; i = inactive; ? = inconclusive; . = no result given; & = joins results of further samples; [ ] = another dose, or the depositor's remark. Unless noted, the call rests on the fitted dose curve; in most records, active means well fitted curve in the direction sought with a large enough effect; inconclusive means small, poorly fitted or top-dose-only effect, or another doubt; inactive means no such curve, though single readings can be large; an effect the other way counts as inactive or inconclusive. This is a subset; count on the stated rates, not on these rows.

SMILES	PTHR1 ag	IL2 activator	PLK1 PBD block	PI5P4Ka inh	HEK293 tox	EPAC1 antagonist	EPAC1 agonist	GLP-1R inv ag	GLP1R ag
Cc1noc(C)c1S(=O)(=O)Nc1ccc(C(=O)N2CCN(c3ccc(Cl)cc3)CC2)cc1	-48%[inhibitor]	0.0	-4%	4	6%	-13%	0%	-20%	1%
O=C(NCC1CCCO1)C1CCN(S(=O)(=O)c2cccc3nonc23)CC1 (stereo not given)	i	0.1	0%	-2	-1%	-8%	5%	-1%	1%
COC(=O)c1ccc(C2C(C(C)=O)=C(O)C(=O)N2CCO)cc1 (stereo not given)	-15%[57.5 µM]	0.9	-7%	0	-1%	14%	5%	11%	-11%
CC(C)C[C@@H](C(=O)NCC1CCCO1)N1C(=O)N2CCc3c([nH]c4ccccc34)[C@@]2(C)C1=O (stereo not given in full)	i	0.4	3%	-2	1%	-29%	-20%	?	5%
CC(=O)c1ccc(NC(=S)N2CCN(c3cccc(Cl)c3)CC2)cc1	-20%	-0.6	-6%	-1	0%	-9%	7%	?	-2%
Cc1cc(-c2nnc(SCc3cccnc3)o2)no1	-3%[57.5 µM]	-1.7	-1%	.	-7%	9%	-4%	1%	-3%
O=C1NC[C@H](CCCCN2C[C@H](Cc3ccccc3)N(Cc3ccccc3)C(=O)C2=O)N(CCc2ccc(O)cc2)C1=O	1%	-0.5	3%	-2	2%	5%	-2%	9%	-2%
COc1ccccc1N1CCN(C(=O)CSc2nc(C)cc(=O)[nH]2)CC1	-12%	1.4	-3%	.	4%&-2%	-15%	-1%	-2%&-12%	-2%
Cn1c(=O)c2c(nc(NCc3ccccc3)n2Cc2ccccc2)n(C)c1=O	-4%	.	.	.	-24%	.	.	-22%	4%
CCN(CC(=O)Nc1ccc(NC(C)=O)cc1)C(=O)/C=C/c1ccccc1	-2%	0.8	-6%	6	2%	1%	0%	8%	0%
Cc1ccc2nc(-c3sc4nc(C)ccc4c3N)[nH]c2c1	-88%[inhibitor][57.5 µM]	0.0	-4%	-25	156%[activator]	-16%	0%	?	-13%
O=C(CSc1nnnn1-c1cccc2ccccc12)Nc1ccc(C(=O)O)cc1	0%	-0.8	-8%	-15	-21%	-19%	7%	13%	-5%
COC(=O)CC(=O)N1CCN(c2ccc(Cl)c(Cl)c2)CC1	-41%[inhibitor]	-3.3	5%	19	-2%	-18%	-5%	8%	-2%
COc1cccc(-c2cccc(-c3nc(C(=O)NCc4ccc(Oc5ccccc5)cc4)cc4c3[C@H](CCO)N(S(=O)C(C)(C)C)C4)c2)c1 (stereo not given in full)	-2%	-0.4	-16%	4	0%	1%	16%	8%	5%
C/C(CC(=O)c1ccccc1)=N\NC(=O)CC#N	?	-0.9	-4%	1	-16%	-22%	6%	2%	-6%
O=C(O)COc1ccc(S(=O)(=O)NCCc2ccccc2)cc1	-20%	0.6	-7%	9	1%	6%	11%	3%	0%
CCOC(=O)C1=C(C)NC(=S)NC1/C=C/c1ccccc1 (stereo not given)	-24%	-1.9	-14%	-7	?	11%	-10%	?	18%
O=C(COc1ccccc1[N+](=O)[O-])Nc1cccc(S(=O)(=O)N2CCCC2)c1	-40%[inhibitor]	-0.9	4%	-14	-2%	-7%	-11%	18%	5%
O=c1c2c([nH]c3ccccc13)CCCCCC2	-3%[57.5 µM]	-0.7	1%	.	2%	2%	-1%	7%	-6%
CC(C)(CO)NC(=O)c1ccc2c(c1)C(=O)c1ccccc1-2	-6%	-0.3	-12%	3	-5%	-2%	-1%	59%[activator]	30%
CC1(C)Cc2ccccc2C(=NC(Cc2ccccc2)C(=O)O)N1 (stereo not given)	?	0.6	-8%	-3	17%	-25%	7%	2%	-5%
O=C(c1ccc(Cl)c(S(=O)(=O)N2CCOCC2)c1)N1CCCCCC1	-2%	-0.4	-2%	0	-2%	1%	8%	-12%	15%
Cc1ccc(NC(=O)C(=O)NCCOc2ccc(Cl)cc2)c(C)c1	-20%	0.9	3%	1	-7%	-6%	-6%	15%	-2%
COc1ccc(C(=O)N2CCN(Cc3ccccc3C)CC2)cc1OC	-6%[57.5 µM]	-1.3	-15%	-1	-7%	-5%	0%	-11%	9%
NC(=O)NCc1ccc(Cl)cc1	-4%[57.5 µM]	-0.6	-15%	.	7%	-8%	8%	-4%	7%
Cc1ccc(Cl)cc1NC(=O)Nc1c(C)n(C)n(-c2ccccc2)c1=O	-9%&-16%	2.0	-10%	3	1%&2%	0%	0%	14%&15%	-7%
O=C1CC(N2CCCCCC2)C(=O)N1c1ccc(F)cc1 (stereo not given)	i	-0.3	-2%	0	1%	2%	-4%	14%	-6%
CC(=O)c1cnc2c(-c3ccccc3)c(C)nn2c1C	-32%[inhibitor][57.5 µM]	0.9	-2%	0	-5%	-4%	0%	17%	10%
Cc1ccc(OCC(=O)Nc2ccc(S(=O)(=O)N3CCCCC3)cc2)c([N+](=O)[O-])n1	-23%	-1.2	-20%	0	2%	4%	-3%	5%	?
Cc1ccc(Nc2nc(N)nc(CSc3nccn3C)n2)cc1	-46%[inhibitor]	0.4	-1%	1	-11%	8%	-1%	-29%	-7%
COCCOC(=O)C1=C(C)Nc2ncnn2C1c1ccccc1 (stereo not given)	?	-0.7	-7%	.	-12%	-12%	8%	1%	14%
O=C(Cc1c[nH]c2ccccc12)NCc1ccccc1F	-21%	-2.1	1%	4	1%	-2%	1%	1%	-5%
Cc1ccc(C(=O)Nc2cccc(C(F)(F)F)c2)cc1Nc1ccccn1	-4%	0.1	-4%	-1	-11%	-22%	-6%	?	17%
CC(C)c1nnc2n1N=C(c1ccc(Cl)cc1)CS2	-3%	0.3	-9%	-3	3%	12%	19%	23%	23%
O=C1C(c2ccccc2)SC(=Nc2ccccc2)N1S(=O)(=O)c1ccccc1 (stereo not given)	i	0.1	17µM*	-24	-6%	-2%	2%	5%	0%
CC(C)C[C@H](NC(=O)c1[nH]cnc1C(=O)N[C@@H](Cc1ccccc1)C(=O)OCc1ccccc1)C(=O)OC(C)(C)C	-8%	-0.5	-9%	14	-7%	-25%	-32%[inhibitor]	?	0%
CCOc1ccc(C(=O)OCC(=O)NC(C)C)cc1	i	1.4	2%	1	3%	9%	0%	3%	5%
COc1ccc(C(=O)NC(C)Cc2c[nH]c3ccccc23)cc1 (stereo not given)	-22%	-1.5	4%	3	-15%	-15%	-5%	-2%	-7%
Cc1ccc(-c2noc(CCC(=O)N3CCN(c4cccc(C(F)(F)F)c4)CC3)n2)cc1	-39%[inhibitor][57.5 µM]	-0.4	-6%	27	-18%	-16%	-27%	?	2%
C=CCn1cnc2scc(-c3ccc(C)cc3)c2c1=O	-5%	-1.3	-6%	-2	-6%	-14%	12%	?	12%
Cc1ccc(CNC(=O)C2CCN(C(=O)c3cccc(Cl)c3)CC2)cc1	-25%	-4.5	-2%	-2	-1%	-3%	-6%	1%	-8%
O=C(CN1C(=O)CCOc2ccccc21)Nc1ccc(Cl)c(S(=O)(=O)N2CCOCC2)c1	-7%	0.4	-6%	0	2%	-3%	-3%	0%	11%
CCn1c2ccc(C)cc2c2nnc(SCCN3CCOCC3)nc21	-39%[inhibitor]	-1.2	-29%	8	-3%[7.66 µM]	-24%	-2%	89%[activator][7.66 µM]	0%
CCC(=O)OC1(C)C(=O)C=C2C=C(c3ccc(C#N)cc3)OC=C2C1=O (stereo not given)	-20%	-0.8	?	-68*	-5%	-30%	-18%	7%	-5%
CC(C)(C)NC(=O)C(=O)NNC(=O)COc1ccccc1	i	0.9	-4%	3	2%	9%	7%	19%	-13%
CCOC(=O)N(C)c1c(CC)nc2c(OCc3ccc(F)c(F)c3)cccn12	i	-0.8	-8%	-3	-10%	-6%	0%	-18%	15%
O=C(NCCCN1CCOCC1)C(=O)N/N=C/c1ccccc1Cl	i	0.7	-10%	-3	-2%	-5%	8%	-17%	-4%
CCC(NC(=S)NCc1ccc(F)cc1)c1ccc(C)cc1 (stereo not given)	i	-4.0	-2%	-8	-32%	-25%	-2%	?	-1%
CN(CC(=O)Nc1ccc(F)cc1)C(=O)COC(=O)/C=C/c1cccs1	-36%[inhibitor]	-0.9	-1%	-1	9%	7%	1%	-12%	12%
O=C(O)C(Cc1ccccc1-c1ccccc1)C(=O)O	i	-0.9	2%	8	-22%	-1%	15%	4%	6%
Oc1ccc(/C=N/Nc2ccnc3cc(Cl)ccc23)cc1O	-1%	-4.0	-12%	?	?	-15%	-3%	-24%	0%
Cc1ccc(N2CCCCn3c2nc2c3c(=O)[nH]c(=O)n2C)cc1	-4%	-2.3	-4%	-6	1%	1%	2%	12%	1%
COc1cc(/C=C/C(=O)NNc2c(F)c(F)cc(F)c2F)ccc1OC(F)F	i	-0.2	-3%	-4	-7%	-3%	-3%	?	10%

Entries of single compounds as entered above:
Oc1ccc(/C=N/Nc2ccnc3cc(Cl)ccc23)cc1O across the screens: PTHR1 ag: -1%; IL2 activator: -4.0; PLK1 PBD block: -12%; PI5P4Ka inh: ?; HEK293 tox: ?; EPAC1 antagonist: -15%; EPAC1 agonist: -3%; GLP-1R inv ag: -24%; GLP1R ag: 0%
Cc1ccc(N2CCCCn3c2nc2c3c(=O)[nH]c(=O)n2C)cc1 across the screens: PTHR1 ag: -4%; IL2 activator: -2.3; PLK1 PBD block: -4%; PI5P4Ka inh: -6; HEK293 tox: 1%; EPAC1 antagonist: 1%; EPAC1 agonist: 2%; GLP-1R inv ag: 12%; GLP1R ag: 1%

Source: PubChem BioAssay (National Center for Advancing Translational Sciences (NCATS))
